Bioassay records deposited in PubChem by several laboratories.
TROY signal inh – inhibitors of TROY-driven NF-kB signaling, primary screen, Q293 LMP1-TROYcd cells, NF-kB luciferase, uHTS; Q293 LMP1-TROYcd NF-kB luciferase reporter, 4 h; inhibition, % at 10 µM; 360,000 compounds, 0.98% hits; AID 1347056, 2019;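 active means compounds whose plate-normalised and pattern-corrected inhibition of the luciferase reporter signal at the single screening dose is 50% or more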
TRAIL sens C8 – viability loss with TRAIL in NB7+C8 cells, primary screen, TRAIL sensitizer project, cell-based, ATPlite luminescence; inhibition (viability loss, TRAIL sensitization), % at 10 µM; 360,000 compounds, 1% hits;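 active means compounds causing at least 50% loss of cell viability in the single-dose screen, relative to plate controls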
COUP-TFII inh – NR2F2 transcriptional activity inhibitors, primary screen, cell-based, luciferase reporter, HEK293T, luminescence; COUP transcription factor 2 (Homo sapiens), P24468; HEK293T NGFI-A luciferase reporter; inhibition, % at 8.6 µM; AID 686940, 2013; 370,000 compounds, 0.7% hits;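 active means inhibition above a per-plate cutoff, mean inhibition of test wells between control levels plus 3 SD, cut at about 38% in these data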;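 further: cells cotransfected with COUP-TFII expression vector driving the NGFI-A reporter; 0% = median of COUP-TF2 test wells and 100% = reporter-only cells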
NCOA3 inh – SRC3 coactivator transcriptional activity inhibitors, primary screen, cell-based, luminescence | Nuclear receptor coactivator 3 (Homo sapiens), Q9Y6Q9 | HEK293 GAL4-SRC3 luciferase reporter | inhibition, % at 3.6 µM | 360,000 compounds, 0.17% hits | AID 588352, 2011;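 active means inhibition above a per-campaign cutoff, the mean of all compounds plus 3 SD, cut at about 60% in these data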;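 further: 0% = DMSO-treated cells and 100% = gossypol-treated cells at 36 µM; higher means less SRC3-driven luciferase light from the GAL4 reporter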
Target sequence (Q9Y6Q9 whole entry, looked up, the tested form may be a part): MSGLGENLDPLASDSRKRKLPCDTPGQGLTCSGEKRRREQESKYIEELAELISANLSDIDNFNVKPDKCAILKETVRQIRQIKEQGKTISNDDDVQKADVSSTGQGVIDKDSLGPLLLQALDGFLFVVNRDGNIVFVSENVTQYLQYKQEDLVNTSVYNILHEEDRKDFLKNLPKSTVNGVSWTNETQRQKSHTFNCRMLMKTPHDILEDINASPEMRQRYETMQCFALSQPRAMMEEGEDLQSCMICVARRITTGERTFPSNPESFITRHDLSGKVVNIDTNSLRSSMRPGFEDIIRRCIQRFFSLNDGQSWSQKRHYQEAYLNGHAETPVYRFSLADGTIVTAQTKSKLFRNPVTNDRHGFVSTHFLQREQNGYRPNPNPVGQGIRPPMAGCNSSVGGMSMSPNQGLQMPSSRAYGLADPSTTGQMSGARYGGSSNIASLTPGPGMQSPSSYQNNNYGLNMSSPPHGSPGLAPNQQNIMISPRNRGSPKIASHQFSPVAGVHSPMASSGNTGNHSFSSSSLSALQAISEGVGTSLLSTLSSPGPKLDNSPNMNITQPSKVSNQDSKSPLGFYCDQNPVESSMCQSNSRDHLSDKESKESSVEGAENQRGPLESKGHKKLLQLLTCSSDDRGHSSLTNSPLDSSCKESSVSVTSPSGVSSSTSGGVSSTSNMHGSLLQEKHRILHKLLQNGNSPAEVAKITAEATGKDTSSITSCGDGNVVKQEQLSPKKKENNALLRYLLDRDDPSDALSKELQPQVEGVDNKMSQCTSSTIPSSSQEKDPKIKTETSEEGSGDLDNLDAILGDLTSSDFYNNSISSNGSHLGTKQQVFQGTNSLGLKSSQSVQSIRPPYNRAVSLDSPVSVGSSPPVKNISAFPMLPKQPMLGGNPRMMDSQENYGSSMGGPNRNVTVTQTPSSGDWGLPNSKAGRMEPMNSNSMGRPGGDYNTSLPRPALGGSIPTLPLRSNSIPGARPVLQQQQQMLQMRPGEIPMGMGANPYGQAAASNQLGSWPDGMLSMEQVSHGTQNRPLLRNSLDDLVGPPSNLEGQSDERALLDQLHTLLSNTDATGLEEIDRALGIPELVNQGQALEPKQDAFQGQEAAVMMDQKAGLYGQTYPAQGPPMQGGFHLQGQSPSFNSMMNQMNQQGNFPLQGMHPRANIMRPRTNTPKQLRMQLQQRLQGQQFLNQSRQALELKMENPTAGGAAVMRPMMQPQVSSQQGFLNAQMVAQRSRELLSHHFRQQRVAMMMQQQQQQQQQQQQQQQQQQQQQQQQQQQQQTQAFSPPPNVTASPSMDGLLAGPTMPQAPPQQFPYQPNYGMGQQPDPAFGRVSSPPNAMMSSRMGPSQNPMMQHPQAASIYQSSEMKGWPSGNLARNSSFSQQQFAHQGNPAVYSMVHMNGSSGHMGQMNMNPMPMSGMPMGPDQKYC
KKLEB cytotox – cytotoxicity in KKLEB CF airway cells, primary screen, cytotoxicity control for CF NF-kB inhibitor project, cell-based, uHTS, fluorescence assay plates; activity change (cytotoxicity), % at 5 µM; KKLEB CF airway cells viability, ATPlite luminescence, overnight; active compounds read low; cells stimulated with P. aeruginosa culture filtrate; AID 602141, 2011; 360,000 compounds, 0.36% hits;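 active means corrected activity change at or below -50% at 5 µM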
CF NFkB inh – inhibitors of PAF-induced NF-kB signaling, primary screen, cell-based, GFP fluorescence, uHTS | KKLEB NF-kB-GFP reporter, GFP fluorescence overnight | inhibition, % at 5 µM | 360,000 compounds, 0.86% hits | AID 588850, 2011;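 active means at least 50% inhibition at 5 µM, scaled per plate between neutral and stimulator controls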;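 further: PAF is a Pseudomonas aeruginosa culture filtrate used as stimulus; plate controls were PAF-stimulated DMSO wells for no effect and unstimulated DMSO wells for full effect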
EBV LMP1 NFkB – EBV LMP1-driven NF-kappaB luciferase reporter inhibitors, primary screen, cell-based, luminescence, single point; LMP1-induced NF-kappaB luciferase reporter cells; inhibition, % at 12.5 µM; 350,000 compounds, 0.69% hits; in the data active means inhibition above about 41%;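 further: 0% = neutral control wells and 100% = reference inhibitor control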
TWEAK-Fn14 inh – inhibitors of TWEAK-Fn14 signaling, primary screen, luciferase reporter cells, uHTS | inhibition, % at 10 µM | AID 1159606, 2016 | 360,000 compounds, 2% hits | TWEAK-stimulated Fn14 reporter cells, luciferase luminescence, 8 h; in the data active means inhibition above about 50%
SRC1 inh – SRC1 coactivator transcriptional activity inhibitors, primary screen, cell-based, luminescence; inhibition, % at 3.6 µM; HEK293 GAL4-SRC1 luciferase reporter; Nuclear receptor coactivator 1 (Homo sapiens), Q15788; 360,000 compounds, 0.12% hits;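 active means inhibition above the campaign mean plus 3 SD, with each screening campaign given its own cutoff, cut at about 60% in these data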;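 further: 0% = DMSO treated cells and 100% = gossypol at 36 µM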
Shn3 3UTR inh – reduction of Shn3 3'UTR firefly luciferase signal, primary screen, Schnurri-3 inhibitor project, cell-based, Clone20 osteoblasts, set 2 | Clone20 osteoblast Shn3 3'UTR firefly luciferase, 24 h | inhibition, % at 12.5 µM | 360,000 compounds, 0.52% hits;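 active means mean inhibition of at least 75% with every replicate also reaching 75%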;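 further: 0% = median of neutral control wells and 100% = pilot-screen positive control compound; some compounds past the cut are filed as inactive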
NR5A2 inv ag – LRH-1 (NR5A2) inverse agonists, primary screen, cell-based, luminescence, HEK293T, StAR-luciferase reporter; Nuclear receptor subfamily 5 group A member 2 (Homo sapiens), O00482; inhibition, % at 3.6 µM; AID 602396, 2012; LRH-1 transfected, 24 h; 360,000 compounds, 0.13% hits;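 active means inhibition above the mean inhibition of all tested compounds plus 3 SD, cut at about 73% in these data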;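 further: 0% = DMSO wells and 100% = reporter-only cells lacking LRH-1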
An asterisk follows results filed as active; / = no result given.

Structure,TROY signal inh,TRAIL sens C8,COUP-TFII inh,NCOA3 inh,KKLEB cytotox,CF NFkB inh,EBV LMP1 NFkB,TWEAK-Fn14 inh,SRC1 inh,Shn3 3UTR inh,NR5A2 inv ag
N#Cc1c(N)n(-c2ccc(N)cc2)c2nc3ccccc3nc12,-7,-3,-7,4,-17,10,3,-16,-8,0,4
CCCN(Cc1cc2cc(C)ccc2[nH]c1=O)C(=O)c1cccc(OC)c1,0,6,3,-9,-1,-8,-11,24,6,21,-11
CCn1c(C)nc2cc(C(=O)NNS(=O)(=O)c3ccc(C)cc3C)ccc21,9,6,-14,-18,0,1,2,-8,-5,-3,20
O=C(COC(=O)COc1ccccc1)NC1CCS(=O)(=O)C1 (stereo not given),7,3,-19,9,6,4,0,-3,4,0,4
COc1ccccc1N1CCN(C(=O)CCc2ccc(S(=O)(=O)NC(C)C)cc2)CC1,13,7,-2,6,11,-11,10,15,8,2,5
CCCc1nn(C)c2c(=O)[nH]c(-c3ccccc3OCC)nc12,2,0,5,-9,6,-22,-2,0,-1,0,5
CC(=O)c1cccc(NC(=O)NC(C)c2ccc3c(c2)OCO3)c1 (stereo not given),12,-9,19,-9,6,-13,-4,-5,-10,1,-4
O=C(COc1ccc(C(=O)NCC2CCCO2)cc1)Nc1cccc(C(F)(F)F)c1 (stereo not given),4,12,-1,10,-6,-2,7,-10,15,9,3
Cc1nn(-c2ccccc2)c2nc(Cl)c(C(=O)O)cc12,-2,1,1,20,9,-17,-8,1,0,-4,17
CC1(C)O[C@@H]2[C@H](O1)[C@@H](COS(=O)(=O)O)O[C@H]2n1cnc2c(=O)[nH]cnc21,-17,15,11,-7,12,-11,2,14,0,-6,2
CNC(C)C#Cc1ccc2oc3cccc(OC)c3c(=O)c2c1 (stereo not given),28,16,-45,-67,-19,-44,-34,-30,-49,-28,-26
CC(C)Cn1c(N)c(C(=O)NCC2CCCO2)c2nc3ccccc3nc21 (stereo not given),51*,13,20,9,-5,36,1,6,6,14,47
COC(=O)C1SCCN1S(=O)(=O)c1ccc(Cl)cc1 (stereo not given),-5,-8,6,4,3,12,7,-11,-16,1,10
[O-][n+]1onc2c3cc(-c4ccccc4)nnc3ccc21,-21,5,-9,-26,9,-38,4,-26,-25,-54,5
COc1ccc(C(=O)NCC2OCCc3ccccc32)cc1 (stereo not given),-26,20,-26,1,-4,2,-1,-22,-31,-35,-51
COc1cccc(C(=O)Nc2c(F)c(F)c(F)c(F)c2F)c1,10,0,3,3,-8,9,-1,7,-4,-7,18
CCOc1ccccc1CNC(=O)Cn1ccc2cc(S(=O)(=O)N3CCC(C)CC3)ccc21,17,6,/,2,-2,-12,3,13,4,19,-16
COc1ccccc1N(C)S(=O)(=O)c1ccc(C(=O)OCC(=O)N(C(C)C)C(C)C)cc1,-13,-10,-3,1,12,-10,5,-6,3,7,20
CCOc1cc(CNc2ccc(CNc3ncn[nH]3)cc2)ccc1OCc1ccccc1,-26,9,26,-11,2,4,-3,-23,-4,4,30
O=C(CSc1nc(-c2ccccc2)cc(=O)[nH]1)Nc1ccc(F)c(F)c1,-2,15,-8,-6,3,2,1,-5,11,9,7
OCCOCCn1c(CCNc2nc(-c3ccc(F)cc3)cs2)nc2cc(C(F)(F)F)ccc21,-8,5,-1,4,-17,-5,5,-2,3,11,-23
Cc1ccc(S(=O)(=O)c2c(C)nn(C(C)(C)C)c2OC(=O)C2CCCC2)cc1,13,-1,-11,8,11,-6,13,31,-12,11,0
O=S(=O)(c1ccccc1)N1N=C(c2cccs2)CC1c1ccc(Br)cc1 (stereo not given),-23,16,-2,18,-5,9,-8,4,4,52,-7
Oc1ccc(-c2cn3ccccc3n2)cc1,-24,63*,-46,-72,-13,-4,5,8,-78,/,-93
Cc1ccc2nc(SCC(=O)NC(=O)NCc3ccco3)[nH]c2c1,11,-3,-7,-5,4,-11,4,7,-17,20,-6

Additional entries:
Values in the order: TROY signal inh	TRAIL sens C8	COUP-TFII inh	NCOA3 inh	KKLEB cytotox	CF NFkB inh	EBV LMP1 NFkB	TWEAK-Fn14 inh	SRC1 inh	Shn3 3UTR inh	NR5A2 inv ag
> CCn1cc(SCC(N)=O)c2ccccc21
  -9	-11	-10	4	-3	-6	-3	-8	-18	-9	-43
> Cc1ccc(S(=O)(=O)CCC(=O)Nc2ccccc2Cl)cc1
  9	-19	-13	6	2	6	-5	3	-22	4	3
> COc1ccc(NC(=O)C2CCC(N3C(=O)C4C5C=CC(C5)C4C3=O)CC2)cc1 (stereo not given)
  1	5	11	-76	1	1	7	-2	-5	-11	-5
> Cc1ccc(SCC(=O)OC(C)C(=O)NCc2ccccc2)cc1C (stereo not given)
  14	-6	16	0	-23	21	-3	-1	-7	-2	-7
> CC(=O)Nc1nc2n(n1)C(c1ccc(Cl)cc1)C=C(C)N2 (stereo not given)
  -27	8	-11	6	-3	1	5	3	3	10	-7
> O=C(NCc1cccs1)c1nn2cccnc2c1Cl
  -39	-4	-18	-47	-3	2	-2	-32	-25	-29	-24
> O=C(NC12CC3CC(CC(C3)C1)C2)c1ccc([N+](=O)[O-])o1
  -5	7	11	-5	-78*	94*	-2	21	-11	-2	25
> CCc1ccccc1NC(=O)C1CCCN(c2nccc(C)n2)C1 (stereo not given)
  -9	3	-5	-12	3	-10	-11	0	9	-9	-6
> CNC(=O)C(=O)Nc1cc2c3c(c1)CCN3C(=O)CC2
  -4	-21	-27	1	-9	19	-9	-8	13	12	5
> CC(C)C(NC(=O)c1ccc(C(C)(C)C)cc1)C(=O)N1CCCC1 (stereo not given)
  -9	-2	-14	-7	4	-4	-5	1	-4	-5	9
> O=C1NC(=S)NC1(c1ccccc1)c1ccccc1
  -13	-11	4	-37	-8	22	6	-7	-12	-6	6
> Cn1ccnc1SCCNC(=O)CCc1nnc(CCCCc2ccccc2)o1
  15	-3	-4	7	7	-4	1	6	-2	-6	-15
> CCc1nc2ccccc2c(C(=O)OCC(=O)NCc2ccc3c(c2)OCO3)c1C
  9	-6	10	13	2	-6	4	6	3	-19	34
> O=C(NCc1nnc(SCC(=O)N2CCN(c3ccccc3)CC2)o1)c1c(F)cccc1F
  -12	-12	11	19	-1	21	2	-4	9	-8	19
> COc1cccc(C(=O)CSc2nccn2C)c1
  -18	10	-30	-49	-7	1	-6	86*	-51	-14	-57
> O=C1NC(=Nc2ccccc2)/C(=C/c2ccco2)S1
  -19	2	1	7	6	2	-38	-7	0	4	1
> OCC[C@H]1C[C@H](O)[C@@H](O)[C@@]2(Cc3ccccc3CO2)O1
  -2	3	5	9	1	4	4	6	-8	0	5
> CCOC(=O)C1=C(c2ccccc2)c2ccc(OC)cc2N(S(=O)(=O)C(F)(F)F)C1C(=O)OCC (stereo not given)
  5	4	2	9	-8	19	5	22	15	32	17
> Cc1ccc(Cl)cc1Nc1nc(-c2sc(NC(=O)C(C)(C)C)nc2C)cs1
  12	-13	7	-1	-5	15	-21	16	-26	75	-10
> Cc1ccc(-n2cccc2/C=C2/C(=N)N3C(=NC2=O)SN=C3S(C)(=O)=O)cc1Cl
  30	-3	-5	23	4	10	-4	-14	0	5	0
> COC(=O)[C@]12CCCCC=C1N(Cc1cccc3ccccc13)C(=O)[C@H](CC(=O)NCC13CC4CC(CC(C4)C1)C3)C2
  12	5	13	/	/	/	/	-3	/	/	-7
> O=C(O)CCC(=O)N1CCc2cc(S(=O)(=O)NCCc3ccc(Cl)cc3)ccc21
  -6	-9	/	8	-2	-14	-2	-3	-16	-5	10
> CCCCOc1ccc(C(=O)Nc2ccc(N3CCN(C(C)=O)CC3)cc2)cc1
  21	-4	-4	9	3	18	21	40	-13	14	2

Only part of the results is shown. The share of hits here may be higher or lower than overall.
